ERp5 inh – blocks human ERp5 reductase activity on insulin; ERp5 insulin aggregation, absorbance 650 nm, 90 min; 0.05% of 350,000 active; Q15084; inhibition, % at 9.99 µM; AID 651711;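 active means mean replicate inhibition above about 25%, with every replicate also reaching it, limit read from the data, passing the limit was not always enough; inconclusive means only one of those two criteria met; inactive means neither criterion met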
SIRT5 inh – blocks human SIRT5 desuccinylation of peptide | Q9NXA8 | Purified SirT5, succinyl-peptide AMC, trypsin-coupled fluorescence | inhibition, % at 15 µM | 1.1% of 330,000 active | AID 652115; in the data active means inhibition above about 15%; inconclusive means no clear call, values can overlap the other calls
DENV2 CPE – DENV2-induced cell death inhibition; DENV2-infected cells, cytopathic effect rescue, plate reader; CPE inhibition, % at 9.99 µM; 1.7% of 350,000 active; AID 651640; in the data active means CPE inhibition above about 20%, passing the limit was not always enough; inconclusive means no clear call, values can overlap the other calls; tested in BHK-21 cells;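 further: 0% = median of neutral control wells and 100% = median of positive control wells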
Casp6 inh – blocks human caspase-6 cleavage activity; purified caspase-6, Z-VEID-R110 cleavage fluorescence; P55212; inhibition, % at 12.5 µM; 0.53% of 350,000 active;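 active means mean inhibition across replicates at least about 35%, with every replicate also reaching that limit, limit read from the data; inconclusive means only one of the two criteria met; inactive means neither criterion met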;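 further: 0% = median of neutral control wells and 100% = no fluorescence left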
ERAP1 HTS inh – blocks human ERAP1 aminopeptidase activity; Q9NZ08; recombinant ERAP1, Leu-AMC fluorescence, 60 min; inhibition, % at 10.7 µM; 0.15% of 340,000 active; AID 652197;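 active means mean replicate inhibition of at least 30%, or all replicates individually reaching that 30% level; inactive means mean below 30% and not every replicate reaching it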;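 further: 0% = neutral control wells and 100% = L-leucinethiol positive control wells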
Target sequence (Q9NZ08 whole entry, looked up): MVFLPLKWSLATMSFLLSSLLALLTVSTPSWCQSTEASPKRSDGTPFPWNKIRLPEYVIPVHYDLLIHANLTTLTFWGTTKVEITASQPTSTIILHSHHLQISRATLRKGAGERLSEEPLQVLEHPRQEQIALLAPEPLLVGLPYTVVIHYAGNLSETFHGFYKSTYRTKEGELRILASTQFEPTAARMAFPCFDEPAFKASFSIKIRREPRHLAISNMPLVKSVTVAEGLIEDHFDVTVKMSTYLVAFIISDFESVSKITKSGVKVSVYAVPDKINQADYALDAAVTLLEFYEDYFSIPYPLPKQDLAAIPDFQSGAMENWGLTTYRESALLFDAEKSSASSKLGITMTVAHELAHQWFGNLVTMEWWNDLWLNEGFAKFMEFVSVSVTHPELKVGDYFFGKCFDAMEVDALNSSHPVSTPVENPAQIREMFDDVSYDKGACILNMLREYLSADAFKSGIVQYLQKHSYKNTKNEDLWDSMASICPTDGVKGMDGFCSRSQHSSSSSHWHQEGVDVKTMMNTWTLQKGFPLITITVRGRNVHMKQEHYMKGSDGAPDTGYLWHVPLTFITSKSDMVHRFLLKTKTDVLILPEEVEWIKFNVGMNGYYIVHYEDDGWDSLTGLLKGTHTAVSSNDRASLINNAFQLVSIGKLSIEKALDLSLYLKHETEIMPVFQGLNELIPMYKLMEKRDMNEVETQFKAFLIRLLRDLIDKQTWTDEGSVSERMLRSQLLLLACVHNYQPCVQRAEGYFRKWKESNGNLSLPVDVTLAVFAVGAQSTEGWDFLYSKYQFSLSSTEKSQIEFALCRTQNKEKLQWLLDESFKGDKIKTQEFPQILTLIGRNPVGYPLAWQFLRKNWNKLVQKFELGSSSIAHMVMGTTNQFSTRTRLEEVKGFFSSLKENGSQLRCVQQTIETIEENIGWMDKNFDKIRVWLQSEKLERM
miR-122 sensor – blocks miR-122 activity in Huh7 sensor cells; 0.3% of 340,000 active; activation (reporter increase), % at 12.5 µM; Huh7 miR-122 Renilla luciferase sensor, 48 h; neutral wells = 0, positive control = 100;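 active means mean replicate activation score at least 90 and every replicate individually at or above 90; inconclusive means only one of the two criteria met; inactive means neither criterion met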;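 further: higher luciferase means less miR-122 activity so hits act as miR-122 inhibitors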
F508del corr – correctors of CFTR F508del function in bronchial epithelial cells. activity (quench increase), % at 7.58 µM. CFBE cells, YFP halide quenching; stimulated with forskolin plus potentiator P3; % fluorescence drop versus neutral controls. 0.36% of 350,000 active;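 active means mean added fluorescence quench of at least 8% versus neutral control, with both replicates also reaching 8%; inconclusive means only one of the mean or replicate conditions met; inactive means mean below 8% and not both replicates reaching 8%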;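 further: cells transiently co-express mutant CFTR-F508del with the halide-sensitive YFP; corrector assay measuring rescue of mutant channel to the surface after 24 h compound exposure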
An asterisk follows results filed as active; u = inconclusive; x = not tested or not shown; & = joins results of further samples; [ ] = another dose, or the depositor's remark. Rows are unselected; about 4% have a hit in one of these screens.

molecule | ERp5 inh | SIRT5 inh | DENV2 CPE | Casp6 inh | ERAP1 HTS inh | miR-122 sensor | F508del corr
Clc1cccc(/C=N/Nc2nnc(Cl)c3ccccc23)c1 | -6 | -6 | -9 | 2 | 6 | 34 | x
O=C(O)C(F)=C(c1ccccc1)c1ccccc1 | -1 | -1 | -2 | -1 | 1 | x | -1.4
Cc1cc(C(=O)COC(=O)c2ccccc2NCCO)c(C)n1CC1CCCO1 (stereo not given) | 10 | -3 | -1 | 9 | 3 | x | 1.7
C[C@]12CC[C@H](O)CC1=CCC1C2CC[C@@]2(C)C1CC[C@@H]2NC(=O)[C@@H](N)Cc1cnc[nH]1 (stereo not given in full) | -1 | 3 | 0 | 1 | -3 | 2 | 2.2
CC(C)C(=O)O/N=C(\N)c1ccccn1 | 7 | -4 | -14 | -8 | -3 | x | 3.5
O=C(C[C@@H]1CC[C@@H]2[C@H](COC[C@H](O)CN2C(=O)c2ccccc2F)O1)N1CCN(c2ccccc2)CC1 | -1 | 1 | 6 | -2 | -1 | -2[16.7 µM] | 2.5
CN(C(=O)c1cn(C)c2ccccc12)c1ccc(Oc2cccnc2)cc1 | -4 | x | 3 | 0 | 1 | x | -0.2
N#C[C@@H]1[C@H](c2ccccc2-c2ccccc2)[C@@H](CO)N1c1ncc(-c2ccccc2)s1 | 6 | 0 | -3 | -1 | 0 | x | -1.6
CCOC(=O)C1CCN(Cc2ccc(-c3ccccc3)cc2)CC1 | 0 | -3 | -10 | 2 | 0 | 2 | -6.3
Cc1cc(=O)n2[nH]c(C)cc2n1 | 4 | -3 | -2 | 2 | -5 | -2 | -4.3
CC(=O)Nc1ccccc1-c1nc2ccc(C(=O)N3CCN(c4ccccc4)CC3)cc2[nH]c1=O | -2 | 1 | -8 | 3 | 4 | 1 | 4.3
COc1ccc(CC(=O)N2CCN=C2SCc2ccc([N+](=O)[O-])cc2)cc1 | 2 | 3 | -5 | 0 | 2 | x | -3.4
COc1ccc(C(=O)NCC(=O)OCC(=O)N2CCC(C)CC2)cc1OC | -4 | -1 | -1 | 2 | 8 | x | 0.1
NC(=S)NN=C(c1ccc(Br)cc1)C1CC1 | 5 | 2 | -21 | 1 | -3 | -3 | 4.7
CCC(=O)Nc1ccc2c(c1)OC[C@H](C)N(C(=O)Cc1cccnc1)C[C@@H](C)[C@@H](OC)CN(C)C2=O | 5 | -2 | 2 | 4 | 2 | x | 3.1
CCOc1ccc(S(=O)(=O)NCCCl)cc1 | -1 | 1 | 3 | -1 | 0 | x | -0.1
C[C@@H]1CCCCO[C@H](CN(C)S(=O)(=O)c2cccs2)[C@@H](C)CN([C@H](C)CO)C(=O)c2cc(NC(=O)CCCCCC(=O)Nc3ccccc3N)ccc2O1 | 6 | 2 | 24* | 0 | 2 | x | -1.4
COCCCNC(=O)C[C@H]1C[C@H](C(=O)N2CCOCC2)[C@@]2(CCC3CCCC3)c3[nH]c4ccc(Cl)cc4c3CCN2C1=O | 1 | 0 | -3 | -1 | x | -4 | 0.6
Cc1ccc(S(=O)(=O)CCC(=O)OCc2nnc(-c3ccccc3)o2)cc1 | 3 | x | 1 | 3 | 3 | -9 | -1.9
O=C(CCc1ccccc1)NNC(=O)Nc1ccc(F)c(Cl)c1 | 6 | -3 | -7 | -3 | -2 | -5 | 0.2
Cc1cccnc1NC(=O)c1ccc(NS(=O)(=O)c2ccc3[nH]c(=O)[nH]c3c2)cc1 | -1 | 1 | u | 14 | -5 | x | 2.2
O=C1Cc2ccccc2C(c2ccc(Cl)cc2Cl)N1 (stereo not given) | -8 | -2 | -2 | 3 | 0 | 17 | 1.7
COc1ccc(NC(=O)/C=C/c2ccc(C)o2)cc1S(=O)(=O)N1CCOCC1 | 6 | 1 | 1 | 4 | 9 | x | x
COc1ccc(C(=O)N2CCN(c3ccc(NC(=O)Cc4ccccc4)cc3)CC2)cc1 | 0 | 1 | -1 | -3 | 3 | -4 | 1.0
COc1ccc(C(=O)N=c2sc3c(C)ccc(OC)c3n2C)cc1 | -6 | -4 | 16 | 0 | 4 | x | -2.6
COC(=O)[C@@]12C[C@@H](CC(=O)NCC3CCCCC3)C(=O)N(Cc3ccco3)C1=CCC(C)(C)C2 | 1 | 3 | 15 | 2 | 0 | x | -0.2
COc1ccc(C(=O)O)cc1S(=O)(=O)N1CCSCC1 | 1 | 2 | 1 | -9 | 4 | -1 | 2.1
CCCNC(=O)NC[C@@H]1[C@@H](c2ccc(C3=CCCC3)cc2)[C@H](CO)N1C(C)=O | x | x | -1 | x | x | 29[16.7 µM] | 1.0
CCc1nn(CC(=O)N2CCN(c3ccc(OC)cc3)CC2)c(=O)c2cc3occc3n12 | 1 | 0 | 7 | 1 | -5 | -2 | -3.2
O=C(Nc1ccc(F)cc1)N[C@@H]1CC[C@H](CCn2cc(-c3ccc(F)cc3)nn2)O[C@H]1CO | 8 | 1 | 17 | 0 | 4 | x | 3.3
O=C(NCc1ccccc1)C1c2ccccc2OCC(=O)N1CCc1c[nH]c2ccccc12 (stereo not given) | -4 | -6 | u | 1 | 1 | x | -1.0
O=C(Nc1cccc(Cl)c1Cl)c1csc([C@@H]2O[C@H](CO)[C@@H](O)[C@H]2O)n1 | -4 | -3 | -6 | 1 | 3 | 4 | -2.7
COc1ccccc1/C=C/[C@@H]1C[C@H]2CN(Cc3cccc(Cl)c3)C(=O)[C@]23CCCN13 | 5 | -2 | -7 | 2 | -2 | x | 1.5
O=C(CCC(=O)N1CCCC1)Nc1ccc([N+](=O)[O-])cc1 | 0 | 3 | 7 | -1 | -1 | x | -0.7
CC(=O)Nc1ccc2c(c1)nc(C)n2-c1ccccc1 | 1 | -4 | -1 | -1 | 0 | 1 | 1.3
CCCC(=O)NC(c1ccc(Cl)cc1)c1ccc2cccnc2c1O (stereo not given) | 2 | 0 | 4 | -3 | -3 | -19 | 15*

Reprinted at random: six entries already listed, in no set order.
molecule | ERp5 inh | SIRT5 inh | DENV2 CPE | Casp6 inh | ERAP1 HTS inh | miR-122 sensor | F508del corr
CCCNC(=O)NC[C@@H]1[C@@H](c2ccc(C3=CCCC3)cc2)[C@H](CO)N1C(C)=O | x | x | -1 | x | x | 29[16.7 µM] | 1.0
O=C(Nc1cccc(Cl)c1Cl)c1csc([C@@H]2O[C@H](CO)[C@@H](O)[C@H]2O)n1 | -4 | -3 | -6 | 1 | 3 | 4 | -2.7
COc1ccc(C(=O)O)cc1S(=O)(=O)N1CCSCC1 | 1 | 2 | 1 | -9 | 4 | -1 | 2.1
O=C(Nc1ccc(F)cc1)N[C@@H]1CC[C@H](CCn2cc(-c3ccc(F)cc3)nn2)O[C@H]1CO | 8 | 1 | 17 | 0 | 4 | x | 3.3
COc1ccc(C(=O)N=c2sc3c(C)ccc(OC)c3n2C)cc1 | -6 | -4 | 16 | 0 | 4 | x | -2.6
O=C(CCC(=O)N1CCCC1)Nc1ccc([N+](=O)[O-])cc1 | 0 | 3 | 7 | -1 | -1 | x | -0.7

The results go on.
molecule | ERp5 inh | SIRT5 inh | DENV2 CPE | Casp6 inh | ERAP1 HTS inh | miR-122 sensor | F508del corr
C[C@H](CO)N1C[C@H](C)[C@@H](CN(C)C(=O)c2ccc(F)cc2)Oc2ncc(/C=C/c3ccccc3)cc2C1=O | -2 | -6 | -3 | -2 | -2 | -10[16.7 µM] | -3.6
Cc1noc(C)c1S(=O)(=O)N(C)C[C@@H]1OCCCC[C@H](C)Oc2ccc(NS(=O)(=O)c3cccs3)cc2C(=O)N([C@H](C)CO)C[C@H]1C | 1 | 2 | -8 | -1 | 4 | -2[16.7 µM] | -0.7
COC(=O)C[C@@H]1CC[C@H]2[C@H](COc3ccc(NC(=O)c4ccc(F)cc4)cc3C(=O)N2C)O1 | -2 | 6 | 5 | -2 | 0 | 3[16.7 µM] | 0.3
Cc1noc(C)c1NC(=O)Nc1ccc2c(c1)C(=O)N([C@@H](C)CO)C[C@H](C)[C@H](CN(C)Cc1ccc(Cl)c(Cl)c1)OCCCC[C@@H](C)O2 | 0 | 4 | 6 | 0 | -4 | -3[16.7 µM] | 3.9
Cc1noc(C)c1NC(=O)Nc1ccc2c(c1)CC(=O)N([C@H](C)CO)C[C@@H](C)[C@H](CN(C)Cc1ccc(Oc3ccccc3)cc1)O2 | x | x | 9 | x | x | -5[16.7 µM] | 0.2
CCCN(C)C[C@@H]1OCc2cnnn2CCCC(=O)N([C@H](C)CO)C[C@H]1C | 1&-2 | -1&0 | u | -7&0 | -3&1 | 1 | 0.2&4.7
O=C(C[C@H]1CC[C@@H](NC(=O)C2CCC2)[C@@H](CO)O1)NC1CCCCC1 | 3 | -2 | -1 | 0 | -1 | x | -2.5
Cc1c(C(=O)N2CCC(C)CC2)cccc1[N+](=O)[O-] | 4 | 0 | x | -2 | -3 | 0 | 0.2
CCN(CC(=O)Nc1ccc2c(c1)OCCO2)C(=O)c1ccc(CS(C)(=O)=O)cc1 | -2 | 1 | 4 | 0 | 3 | 0 | 1.1
C[C@H]1CN([C@@H](C)CO)C(=O)c2cccc(NS(=O)(=O)c3ccc(F)cc3)c2O[C@H]1CN(C)C(=O)Nc1ccc(C(F)(F)F)cc1 | 1 | -4 | -12 | 1 | 0 | 31[16.7 µM] | -1.7
COc1ccccc1-c1cccc(-c2nc(C(=O)N3CCCCC3)cc3c2[C@H](CCO)N([S@@](=O)C(C)(C)C)C3)c1 | -3 | 2 | 2 | 1 | -5 | x | -2.3
COc1ccc(S(=O)(=O)N[C@H]2CC[C@H](CC(=O)N3CCC(Cc4ccccc4)CC3)O[C@H]2CO)cc1 | -1 | 2 | -5 | -1 | 2 | x | 3.1
Cc1ccc(OCCNC(=O)c2ccc3c(c2)OCO3)cc1 | -6 | -3 | 5 | 3 | 1 | x | 0.2
COC(=O)c1ccccc1NC(=O)CSCC(=O)Nc1ccc(F)cc1 | 5 | -7 | 7 | -2 | -8 | 5 | -1.3
COc1ccc(CCNC(=O)CSc2ccccc2)cc1OC | -6 | -1 | 7 | 2 | 0 | x | x
C[C@H](CO)N1C[C@H](C)[C@H](CN(C)C(=O)C2CCC2)Oc2cc(C3=CCCCC3)ccc2S1(=O)=O | 14 | 4 | -2 | -1 | -1 | 18[16.7 µM] | 2.2
CC(C)c1ccccc1NC(=O)Nc1ccc(F)cc1F | 8 | -2 | 1 | -3 | 0 | -7 | -2.8
Cc1ccccc1N(C(=O)c1csnn1)C(C(=O)NC(C)(C)C)c1cccs1 (stereo not given) | 4 | 10 | 8 | -2 | 1 | 8 | -0.3
C=CCSc1nnc(NC(=O)c2ccc(N3CCCC3=O)cc2)s1 | 4 | -2 | -7 | -2 | -3 | x | 2.2
CCC(=O)N[C@@H]1C=C[C@@H](CC(=O)OC)O[C@H]1CO | -1 | -2 | 7 | -2 | -1 | -3[16.7 µM] | 2.0
O=C(C[C@H]1C[C@@H]2c3cc(NC(=O)c4ccc5c(c4)OCO5)ccc3O[C@@H]2[C@@H](CO)O1)NCCN1CCCCC1 | 9 | 2 | -2 | -39 | -12 | 2[16.7 µM] | 0.0
O=C(Nc1ccc(NC(=O)C2CCCCC2)nc1)c1ccccn1 | 4 | -3 | -7 | x | -5 | -4 | 0.8
C[C@@H]1CN([C@@H](C)CO)C(=O)Cc2cc(NC(=O)c3ccncc3)ccc2O[C@H]1CN(C)C(=O)Nc1ccc2c(c1)OCO2 | -4 | 4 | 5 | 0 | -1 | -8[16.7 µM] | -3.9

Compound activity as filed in PubChem BioAssay.
